tim23-1 inh – tim23-1 yeast growth inhibition. 330,000 tested, 1.3% active. inhibition, % at 20 µM. S. cerevisiae tim23-1 growth, BacTiter-Glo luminescence, 24 h. AID 463212;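 active = growth inhibition of the mutant yeast at or above 50%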;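 note: temperature-sensitive mutant grown at 25 °C; plate controls were DMSO-treated mutant yeast for no effect and medium wells lacking yeast for full effect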
XBP1 UPR activ – adaptive UPR (XBP1) activation; CHO-XBP1 luciferase reporter, IRE1-XBP1 UPR activation, luminescence; percent of tunicamycin response, DMSO as zero; activation, % at 20 µM; 330,000 tested, 0.33% active;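 active = versus positive control, 20 µM dose yields 30% or more activation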;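 note: 100% = tunicamycin at 10 µg/mL and 0% = DMSO only wells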
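incubation = overnight seeding at 37 °C, 6 h compound treatment at 37 °C | assay system = CHO-XBP1 cells stably carrying IRE1-XBP1-driven luciferase reporter | input = 1000 cells per well | detection = luciferase luminescence | dosing = single point, 20 µM final compound, 1% DMSO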
CCR6 antagonist – blocks CCL20-driven beta-arrestin recruitment at human CCR6; P51684; CHO-K1 CCR6 PathHunter beta-arrestin, luminescence, CCL20-stimulated; inhibition, % at 20 µM; 340,000 tested, 0.49% active; AID 493098;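 active = compounds whose inhibition of the agonist-driven luminescence signal at 20 µM reaches about 50%, limit read from the data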;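 note: cells stimulated with CCL20 at 14 nM final; plate controls were DMSO with CCL20 for no effect and DMSO without agonist for full effect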
EBI2 block – EBI2 (human) antagonism; P32249; inhibition, % at 5 µM; EBI2 beta-arrestin recruitment, luminescence, 7a,25-OHC stimulated; 360,000 tested, 0.81% active; in the data active = inhibition above about 38%;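 note: enzyme fragment complementation signal reports receptor beta-arrestin coupling in cells; 0% = agonist plus DMSO wells and 100% = wells without agonist; some results beyond the cut were filed as inactive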
Target sequence (P32249 whole entry, looked up, the tested form may be a part): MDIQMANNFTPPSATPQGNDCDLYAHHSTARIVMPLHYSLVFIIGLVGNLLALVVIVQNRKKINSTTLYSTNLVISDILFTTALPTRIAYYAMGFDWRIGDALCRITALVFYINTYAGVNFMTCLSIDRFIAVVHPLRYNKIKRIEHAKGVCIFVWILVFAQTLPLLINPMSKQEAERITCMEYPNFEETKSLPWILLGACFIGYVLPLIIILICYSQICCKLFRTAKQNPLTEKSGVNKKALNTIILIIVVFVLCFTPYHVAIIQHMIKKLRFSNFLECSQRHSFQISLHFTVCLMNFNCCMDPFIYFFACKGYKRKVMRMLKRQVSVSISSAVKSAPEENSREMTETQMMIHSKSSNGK
CXCR6 inh – blocks human CXCR6 beta-arrestin recruitment. 360,000 tested, 0.36% active. AID 602244. CHO-K1 PathHunter CXCR6 beta-arrestin, luminescence. inhibition, % at 20 µM. O00574; in the data active = inhibition above about 34%, passing the limit was not always enough;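 note: antagonist mode with CXCL16 agonist at 10 nM final; 0% = 10 nM CXCL16 with DMSO and 100% = unstimulated wells without agonist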
Target sequence (O00574 whole entry, looked up): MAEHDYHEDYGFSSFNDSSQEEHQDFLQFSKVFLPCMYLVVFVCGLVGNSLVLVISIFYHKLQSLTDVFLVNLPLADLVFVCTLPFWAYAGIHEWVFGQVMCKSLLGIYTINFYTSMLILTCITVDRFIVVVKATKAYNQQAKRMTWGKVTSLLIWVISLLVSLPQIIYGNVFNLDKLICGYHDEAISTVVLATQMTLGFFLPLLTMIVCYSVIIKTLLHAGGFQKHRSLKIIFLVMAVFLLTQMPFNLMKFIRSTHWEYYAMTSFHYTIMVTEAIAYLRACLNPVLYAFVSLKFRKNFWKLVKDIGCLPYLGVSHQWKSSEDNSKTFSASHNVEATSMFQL
Mdm2-MdmX inh – inhibitors of human Mdm2/MdmX interaction; O15151+Q00987; SaOS-2 split-luciferase Mdm2/MdmX complementation, luminescence; inhibition, % at 8 µM; 330,000 tested, 3% active; AID 485346;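 active = inhibition of at least 50% at 8 µM in the primary screen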
UPR CHOP act – apoptotic UPR (CHOP) activation. CHO-CHOP luciferase reporter, luminescence; percent of tunicamycin response over DMSO baseline. activation, % at 10 µM. 330,000 tested, 0.34% active. AID 449763;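 active = at 10 µM dose, activation of 40% or more, normalized to positive control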;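 note: 100% = tunicamycin at 10 µg/mL and 0% = DMSO alone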
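assay system = CHO CHOP reporter cells | amount = 500 CHO-CHOP cells per well | buffer or medium = F12 with 10% FBS | incubation = 16-18 h cell attachment, then 6 h compound exposure, 37 °C | detection = luminescence read with Steady-Glo | read-out = percent activation relative to tunicamycin control | controls = tunicamycin high control, DMSO low control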
APJ ag – APJ receptor agonism | CHO-K1 APJ PathHunter beta-arrestin, luminescence; 0% DMSO wells, 100% apelin | activation, % at 20 µM | 330,000 tested, 0.11% active;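 active = activation more than six SD over the plate average, tested at 20 µM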;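 note: 0% = DMSO alone and 100% = apelin-13 at 10 nM; some results filed as inactive read as strong as hits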
Target sequence (P35414 whole entry, looked up): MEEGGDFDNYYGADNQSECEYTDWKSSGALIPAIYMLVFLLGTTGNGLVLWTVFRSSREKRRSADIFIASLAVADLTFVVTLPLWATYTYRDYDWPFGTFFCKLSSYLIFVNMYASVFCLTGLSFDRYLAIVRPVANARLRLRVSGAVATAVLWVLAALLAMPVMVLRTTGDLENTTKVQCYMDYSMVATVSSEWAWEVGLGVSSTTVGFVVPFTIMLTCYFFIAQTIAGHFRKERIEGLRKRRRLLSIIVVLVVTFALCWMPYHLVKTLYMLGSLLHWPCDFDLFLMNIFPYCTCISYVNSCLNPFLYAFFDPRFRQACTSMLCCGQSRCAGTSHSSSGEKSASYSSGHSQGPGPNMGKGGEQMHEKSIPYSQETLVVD
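Test system: CHO-K1 APJ beta-arrestin complementation cell line | Compound: Single test compound dose, 20 µM final, 1% DMSO | Incubation: Compound 90 min 25 °C, reagent 1 h | Measured by: beta-gal luminescence | Read-out basis: APJ–arrestin association signal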
APJ antagonist – blocks the human apelin receptor APJ; P35414; CHO-K1 APJ beta-arrestin complementation, luminescence; inhibition, % at 20 µM; 330,000 tested, 0.32% active;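 active = inhibition above about 40% at 20 µM, limit read from the data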;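 note: cells challenged with 10 nM apelin-13 agonist together with compound; plate controls were apelin-13 plus DMSO wells for no effect and DMSO wells lacking apelin-13 for full effect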
* = called active by the depositor; . = not tested or not shown. A portion of the library. The share of hits here may be higher or lower than overall.

SMILES	tim23-1 inh	XBP1 UPR activ	CCR6 antagonist	EBI2 block	CXCR6 inh	Mdm2-MdmX inh	UPR CHOP act	APJ ag	APJ antagonist
C/C(=N\Nc1ccccn1)c1cccs1	-4	-2	-4	1	-4	-29	4.7	-2	-6
COc1ccc(S(=O)(=O)N2CC(C)OC(C)C2)cc1C(=O)N1CCCCC1 (stereo unspecified)	-2	-2	6	-2	-12	-2	-0.8	-5	12
COc1ccc(NCc2nnc(SCC#N)n2-c2ccccc2OC)cc1	20	4	-4	3	4	5	0.5	4	8
O=C(Cc1ccccc1)Nc1ccc(NC(=O)c2ccco2)nc1	7	0	12	-15	-9	-127	3.3	5	5
CCOC(=O)c1c(NC(=O)CSc2ncnc3ccccc23)sc(C(C)=O)c1C	11	-2	19	23	8	48	1.5	-2	6
Cc1ccccc1N(C(=O)c1csnn1)C(C(=O)NC(C)(C)C)c1cccs1 (stereo unspecified)	4	-1	8	7	0	24	-1.5	-2	6
O=C(N1CCC(n2nc(-c3ccccc3)oc2=O)CC1)C1(c2ccc(Cl)cc2)CC1	43	-4	19	11	1	25	3.9	-4	9
CCCc1cc(Nc2cccc(OCC)c2)n2ncnc2n1	31	-1	-14	-15	8	24	-1.6	-5	7
Cc1oc(C)c2c(=O)ccc3c(c12)OC(N)=C(C#N)C3c1ccc(F)cc1 (stereo unspecified)	10	-4	17	3	8	9	0.5	-2	1
CCCCN1C(=O)C(=O)NC[C@@H]1C(C)O (stereo partly specified)	-4	0	-2	-4	1	14	-0.4	-2	-46
Cc1c(Cl)cccc1NC(=O)NN1CCN(C)CC1	2	-2	-1	-13	2	-5	-0.6	2	-11
CC(C)(C)c1ccc(C(=O)c2cn[nH]c2-c2ccccc2O)cc1	50	-1	-2	-3	-6	-14	3.9	-3	-2
COc1ccc(Cl)cc1NC(=O)Nc1cccc([N+](=O)[O-])c1C	11	7	29	1	-3	53*	-0.4	-1	1
NS(=O)(=O)c1ccc(NC(=O)COC(=O)c2ccco2)cc1	9	1	-3	-2	-9	20	0.9	0	9
CCOc1ccc(/C=C2\SC(N3CCCCC3)=NC2=O)cc1	18	5	2	74*	2	29	4.3	0	-1
Cc1c(C(=O)N2CCN(c3ccccc3)CC2)oc2c(Cl)cccc12	27	-1	8	25	3	-3	-1.1	-5	2
O=C(Cc1ccccc1)N1CCNCC1	-5	-3	-4	-2	0	-6	0.5	-3	10
COC(=O)c1cccc(NC(=O)c2ccc[n+]([O-])c2)c1	13	-1	-13	-12	1	-1	1.5	4	-18
COc1ccc(NC(=O)CN(C)CC(=O)N(CC(C)C)c2c(N)n(CC(C)C)c(=O)[nH]c2=O)cc1	13	0	0	1	-3	13	-1.4	-3	4
Cc1cc(Nc2ccc(F)c(Cl)c2)n2nc(C)nc2n1	14	-1	11	-4	-7	2	0.9	-1	-7
Cc1ccc(-n2ncc3c(NCc4cccnc4)ncnc32)cc1C	11	-3	8	18	-16	-170	9.3	2	0
COC(=O)[C@H](Cc1ccccc1)NC(=O)NCc1ccccc1	10	-1	-6	-9	4	28	1.1	0	9
CS/C(N)=N/N=C/c1ccc([N+](=O)[O-])cc1	-28	-2	8	3	-11	-10	-2.6	2	0
COc1cccc(CN(C)C(=O)CN2C(=O)NC3(CCCc4ccccc43)C2=O)c1 (stereo unspecified)	-10	1	2	-1	1	-1	2.6	-3	-9
COc1ccc(N2CC(C(=O)Nc3nnc(SCC(=O)c4ccccc4)s3)CC2=O)cc1 (stereo unspecified)	-37	-3	-3	2	4	16	1.7	-3	17
O=C(CSc1nnc2ccccn12)c1ccccc1	-6	-1	6	-2	1	-10	2.2	-2	-24
Cc1nnc2sc(SCC(=O)N3CCC(C)CC3)nn2c1=O	-3	-4	11	-7	5	23	-0.4	0	9
CCOC(=O)C1(Cc2cccc(Cl)c2)CCCN(C(=O)CCSC)C1 (stereo unspecified)	15	-4	13	-1	4	-10	0.3	-4	8
O=C(CCNC(=O)c1ccc(Br)o1)NCc1ccc(Cl)cc1	3	-1	11	-2	-1	-4	3.3	-4	1
CCN(C(=O)c1ccc2c(Cl)c3c(nc2c1)CCC3)c1ccc(C)c(C)c1	45	-2	17	4	5	53*	-1.9	-4	16
c1ccc(-c2noc(CSc3nc4ccccc4o3)n2)cc1	18	2	22	6	5	4	1.4	-4	-11
COC(=O)[C@@H]1C[C@@]2(O)[C@H](O)[C@H](O)[C@H](O)C[C@H]2N1Cc1cc(F)ccc1F	13	-2	3	0	4	2	-0.7	-3	-56
CSc1nc2ccc3nc(NC(=O)c4ccccc4)sc3c2s1	25	3	0	6	2	-51	6.4	-3	11
COc1ccc(C2N(c3ccc(OC)cc3)C(=O)C3CCCN32)cc1 (stereo unspecified)	0	-4	15	-10	0	-15	-0.2	-2	26
COc1ccc(/C=N/NC(=O)c2ccc(OC)c(OC)c2)cc1COc1c(F)c(F)c(F)c(F)c1F	14	-3	-7	16	-2	-20	2.5	6	-27
CCOc1ccc(-c2cccc(NS(=O)(=O)c3ccc([N+](=O)[O-])cc3)c2)nn1	21	-2	20	-7	5	-18	1.8	14	-46
Cn1c(CCNC(=O)c2ccc(Cl)cc2)n[nH]c1=S	6	-3	5	-10	-8	1	-2.7	-5	-3
CC(C)C1=NN(C(=O)c2ccccc2)C(O)(C(C)(C)C)C1 (stereo unspecified)	12	0	8	1	6	-2	1.1	-1	8
CCc1ccc(C(=O)N/N=C(\C)c2cccnc2)s1	8	-1	-5	-4	-7	8	2.9	1	-3
Cc1cccnc1NC1(C(F)(F)F)N=C2SCCN2C1=O (stereo unspecified)	4	-2	-16	0	-1	12	-0.6	-2	5

Retrieved one by one from the list above, 2 records:
SMILES	tim23-1 inh	XBP1 UPR activ	CCR6 antagonist	EBI2 block	CXCR6 inh	Mdm2-MdmX inh	UPR CHOP act	APJ ag	APJ antagonist
CCOC(=O)C1(Cc2cccc(Cl)c2)CCCN(C(=O)CCSC)C1 (stereo unspecified)	15	-4	13	-1	4	-10	0.3	-4	8
CS/C(N)=N/N=C/c1ccc([N+](=O)[O-])cc1	-28	-2	8	3	-11	-10	-2.6	2	0

3 compounds from above, arranged by the value under CCR6 antagonist, low to high:
Molecule,CCR6 antagonist,EBI2 block,CXCR6 inh,Mdm2-MdmX inh,APJ ag,APJ antagonist
CSc1nc2ccc3nc(NC(=O)c4ccccc4)sc3c2s1,0,6,2,-51,-3,11
COc1ccc(C2N(c3ccc(OC)cc3)C(=O)C3CCCN32)cc1 (stereo unspecified),15,-10,0,-15,-2,26
CCOc1ccc(-c2cccc(NS(=O)(=O)c3ccc([N+](=O)[O-])cc3)c2)nn1,20,-7,5,-18,14,-46

Results in CCR6 antagonist and XBP1 UPR activ, for some of the entries so far:
smiles | CCR6 antagonist | XBP1 UPR activ
O=C(CSc1nnc2ccccn12)c1ccccc1 | 6 | -1
Cc1nnc2sc(SCC(=O)N3CCC(C)CC3)nn2c1=O | 11 | -4

More results follow:
SMILES	tim23-1 inh	XBP1 UPR activ	CCR6 antagonist	EBI2 block	CXCR6 inh	Mdm2-MdmX inh	UPR CHOP act	APJ ag	APJ antagonist
COc1ccc(S(=O)(=O)NNC(=O)C(=O)NNc2ccccn2)cc1	7	-1	-29	-16	-24	-6	-1.1	2	-27
Cc1ccc(NCc2ccco2)cc1C	5	-1	6	8	-2	-11	3.6	-3	-12
COc1cccc(CC(=O)OCC(=O)Nc2c(C)nn(-c3ccccc3)c2C)c1	18	-3	9	-5	-2	-3	1.5	-3	11
O=C(c1ccccc1F)N1CCN(C(=O)C(c2ccccc2)c2ccccc2)CC1	10	-5	6	-17	3	2	1.5	-2	3
O=c1c2cc([N+](=O)[O-])ccc2nc2n1CCCC2	-2	-1	3	0	6	11	0.2	-1	4
CCOP(=O)(OCC)c1nc(-c2cccc3ccccc23)oc1N1CCCCC1	35	-2	23	-10	1	8	-0.4	-3	-6
COc1cccc(-n2c(-c3ccco3)nc3nc4ccccc4nc32)c1	12	-2	-10	-15	-4	-28	-1.4	-3	17
COc1ccc(C2=CC(=O)C[C@H](c3ccc(F)cc3)C2)cc1OC	35	1	3	40	2	-11	0.2	-4	21
C#CCn1c(S(=O)(=O)Cc2ccc(OC)cc2)nc(-c2ccccc2)c1-c1ccccc1	48	-1	6	29	27	33	0.7	-3	-14
Cn1c(N)c(C(=O)COC(=O)c2ccc(S(=O)(=O)N3CCCCC3)cc2)c(=O)n(C)c1=O	9	-2	.	.	.	17	-0.4	-6	-14
COC(=O)c1ccccc1OC(=O)c1cc[n+]([O-])cc1	8	1	-4	-6	-6	-16	0.8	-3	8
Cc1ccc(C)c(S(=O)(=O)/N=C2\C=C(NS(=O)(=O)c3ccccc3)C(=O)c3ccccc32)c1	45	-3	45	9	34	22	2.7	-3	37
COc1ccc(/C=N/NC(=O)CSCC(=O)Nc2ccccc2)cc1OC	8	-1	-5	-9	4	12	-1.4	-3	16
CCOC(=O)C1CCN(C(=O)CC(C)S(=O)(=O)c2ccc3c(c2)NC(=O)CO3)CC1 (stereo unspecified)	14	-3	2	-3	8	5	1.1	0	14
NC(=O)C1CCN(CC(=O)Nc2nccs2)CC1	-4	-1	-1	-9	-7	-10	0.8	-2	11
Cc1nn(-c2ccccc2)c(C)c1C(=O)OC(C)C(=O)Nc1ccc(C(N)=O)cc1 (stereo unspecified)	11	-5	5	1	1	-10	-1.2	-3	2
COc1cccc(C(C(=O)NC2CCCCC2)N(C(=O)c2ccco2)c2ccc(-n3cnnn3)c(C)c2)c1 (stereo unspecified)	7	-2	-2	13	5	7	-0.1	0	20
Cc1cc(C)cc(NC(=O)c2nccnc2C(=O)O)c1	7	-1	-18	-2	-2	-5	0.3	-3	-56
O=C(COc1ccccc1)n1nc(-c2ccc(Cl)cc2)nc1NCc1ccco1	-2	4	-8	2	-8	12	4.0	-4	-15
CC(C)(C)n1nc2c(c1NC(=O)c1cc3ccccc3o1)CSC2	43	1	-2	0	-5	-45	2.5	-2	9
Cc1ccc(NC(=O)COC(=O)c2cc(C)nc3ccccc23)c([N+](=O)[O-])c1	-3	1	-2	-2	-6	14	1.7	-2	-4
COc1ccc(NC(=O)C(=O)N/N=C\c2ccc(CNC(=O)C(=O)Nc3ccc(C)c(C)c3)o2)c(OC)c1	-12	50*	7	.	.	92*	135*	6	4
COc1ccc(CCC(=O)NCc2ccco2)cc1	7	-3	-8	0	2	-12	0.2	-3	-8
CCCOc1ccc(NC(=O)CC2C(=O)Nc3ccccc3N2CC(=O)N2CCCC2)cc1 (stereo unspecified)	14	-2	-4	1	5	12	-0.9	-5	7
O=C(c1ccc(Cl)cc1)N1CCN(c2ccc([N+](=O)[O-])c(NCc3cccnc3)c2)CC1	2	-2	22	30	3	29	-1.1	4	18
O=C(CN1CCOCC1)Nc1ccc2c(c1)CCC2	-1	-1	-3	-7	-1	6	3.9	-3	2
N#CCCn1c(C(C#N)(CCC#N)CCC#N)nc2ccccc21	6	1	9	1	-9	10	-2.3	1	-1
Cc1cc(C)c(S(=O)(=O)n2ccc(-c3ccc(OCCN(C)c4ccccn4)cc3)n2)c(C)c1	-5	-1	12	6	6	32	-0.6	-6	1
N#C/C(=C\c1ccc(O)c(O)c1)C(=O)NCCc1ccccc1	12	16	38	16	12	10	223*	-2	21

Screening data: PubChem BioAssay, Sanford-Burnham Center for Chemical Genomics
